# Screens deposited in PubChem BioAssay by PCMD.
# CatG inh = blocks human cathepsin G enzyme activity | inhibition, % at 5 µM (by protocol) | hit rate 0.2% among 62,000 | purified enzyme, AMC-tetrapeptide fluorescence, pooled mixtures;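 active means inhibition above 20% in each of the two mixture wells holding the compound; inactive means inhibition of 20% or less in either well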;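 further: 0% = enzyme control without mixture and 100% = blank lacking enzyme; strong numbers were not always called active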
# CatL block = blocks human cathepsin L protease activity. AID 460. P07711. purified cathepsin L, fluorogenic substrate, fluorescence. inhibition, %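 (tested at 10 µM)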. hit rate 0.17% among 58,000; in the data active means inhibition above about 45%;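 further: 0% = enzyme with no compound and 100% = no enzyme blank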
# Target sequence (P07711 114-288 limits assumed): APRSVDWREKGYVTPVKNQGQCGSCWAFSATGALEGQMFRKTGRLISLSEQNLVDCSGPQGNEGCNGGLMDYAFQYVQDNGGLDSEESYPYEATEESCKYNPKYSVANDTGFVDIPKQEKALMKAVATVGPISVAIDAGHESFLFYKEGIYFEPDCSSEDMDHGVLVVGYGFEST
# Target sequence (P07711 292-333 limits assumed): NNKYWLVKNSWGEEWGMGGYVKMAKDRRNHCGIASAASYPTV
# FXIIa mix inh = blocks human factor XIIa in pooled compound mixtures; purified FXIIa, fluorogenic substrate; inhibition, % at 5 µM; hit rate 0.2% among 62,000; AID 684;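 further: 0% = enzyme without compound and 100% = no enzyme blank; some results filed as inactive read as strong as hits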
# Target sequence (P00748 20-372 limits assumed): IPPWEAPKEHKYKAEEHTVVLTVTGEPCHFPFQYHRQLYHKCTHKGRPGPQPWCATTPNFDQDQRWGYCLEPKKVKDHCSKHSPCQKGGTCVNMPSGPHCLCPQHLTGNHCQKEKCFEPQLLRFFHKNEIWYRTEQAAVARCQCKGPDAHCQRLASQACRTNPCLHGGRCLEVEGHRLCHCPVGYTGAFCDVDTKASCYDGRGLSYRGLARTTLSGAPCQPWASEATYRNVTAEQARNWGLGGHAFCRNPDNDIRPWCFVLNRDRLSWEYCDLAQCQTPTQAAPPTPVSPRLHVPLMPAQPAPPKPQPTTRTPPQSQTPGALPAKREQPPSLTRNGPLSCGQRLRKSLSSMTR
# Target sequence (P00748 373-615 limits assumed): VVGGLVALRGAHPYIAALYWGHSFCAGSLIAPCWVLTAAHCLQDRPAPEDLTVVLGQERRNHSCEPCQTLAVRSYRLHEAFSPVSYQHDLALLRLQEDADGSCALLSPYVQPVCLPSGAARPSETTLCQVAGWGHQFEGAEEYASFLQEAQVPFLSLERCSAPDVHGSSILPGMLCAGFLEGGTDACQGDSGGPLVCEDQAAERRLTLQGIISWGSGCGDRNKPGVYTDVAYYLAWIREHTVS
# CatS inh = human cathepsin S inhibition; P25774; recombinant cathepsin S, AMC dipeptide fluorescence, pooled mixtures; inhibition, %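 (tested at 5 µM per compound within 10-compound mixtures)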; hit rate 0.06% among 62,000; AID 501; in the data active means inhibition above about 32%, passing the limit was not always enough;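 further: 0% = enzyme without compound and 100% = blank without enzyme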
# C1s inh = blocks human complement C1s protease activity. hit rate 0.16% among 62,000. P09871. purified C1s, fluorogenic AMC substrate, pooled mixtures. mean inhibition % of two 10-compound mixtures (hits give high values), % at 5 µM (by protocol);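 active means inhibition above 20% in each of the two 10-compound mixture wells holding the compound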;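 further: 0% = enzyme wells lacking compound mixture and 100% = no-enzyme blank wells; some compounds called inactive have numbers as strong as hits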
# CatB inh = inhibitors of human cathepsin B | P07858 | purified cathepsin B, fluorogenic substrate, fluorescence | inhibition, %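 (tested at 10 µM)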 | hit rate 0.1% among 63,000 | AID 453; in the data active means inhibition above about 21%;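 further: 0% = enzyme with no compound and 100% = no enzyme blank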
# CatB mix inh = human cathepsin B inhibition by mixtures; AID 488; Purified cathepsin B, AMC dipeptide fluorescence, compound mixtures; inhibition, %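 (ten-compound pools at 5 µM per compound and 50 µM total)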; hit rate 0.06% among 62,000; in the data active means inhibition above about 22%, passing the limit was not always enough;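 further: 0% = enzyme without compound and 100% = no enzyme blank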
# AP ELISA ortho = alternative pathway complement inhibition, orthogonal assay; Human serum alternative complement pathway, LPS-coated ELISA, C3 deposition; tested in compound mixtures; inhibition, % at 5 µM; hit rate 0.08% among 62,000;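 active means inhibition above 30% in each of the two pooled mixtures holding the compound, so the lower value exceeds 30%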;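 further: 0% = serum in Mg-EGTA without compound and 100% = EDTA serum blank; some compounds past the cut are filed as inactive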
#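 Test system – human serum alternative complement pathway, C3 deposition on LPS-coated wells · Buffer or medium – diluted human serum in Mg2+-EGTA GVB++ · Compound dosing – 5 µM each compound, pools of ten, 50 µM per pool · Schedule – 1 h serum-compound exposure at 37 °C · Measured by – Anti-C3 ELISA, OD 450 nm · Read-out basis – percent inhibition of C3 deposition onto LPS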
# FXIa mix inh = factor XIa (human) inhibition, mixture screen. purified FXIa, fluorogenic substrate, pooled mixtures. inhibition, % at 5 µM. hit rate 0.19% among 62,000;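 further: each value is inhibition by a whole ten-compound pool holding the compound; 0% = enzyme with no mixture and 100% = wells lacking enzyme; strong numbers were not always called active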
# * marks the source's active call; other numbers are inactive results; . = no result given. Unless noted, no stated cut-off is given here; in the data, active means inhibition above about 20% (passing the limit was not always enough); inactive means the rest.
SMILES	CatS inh	CatG inh	AP ELISA ortho	C1s inh	CatB mix inh	CatL block	FXIIa mix inh	CatB inh	FXIa mix inh
NC(=O)N1c2ccccc2CC(=O)c2ccccc21	3	-7	-4	0	5	7	2	1	5
CC1Cc2cc(/C(O)=C3/C(=O)C(=O)N(CCN4CCOCC4)C3c3cccc(Cl)c3)ccc2O1 (centres undefined)	6	-5	-1	-14	4	6	0	-4	3
Cc1ccc2nc(SCC(=O)N3CCCC3)[nH]c2c1	14	11	4	20	4	-6	6	2	8
CCCc1nc(NCc2ccncc2)c2nnn(Cc3ccccc3F)c2n1	0	4	1	8	4	-1	0	2	0
Cc1cc(NC(=O)CSc2nc3ccccc3c(=O)n2Cc2ccc(F)cc2)no1	-3	10	8	6	2	2	-1	1	3
O=C(CN1C(=O)c2ccccc2S1(=O)=O)NCc1cccnc1	-3	-12	-4	25	3	-1	15	3	2
CC(C)Cn1c(N)c(C(=O)NCc2cccs2)c2nc3ccccc3nc21	4	-7	6	-26	3	-26	13	-3	-10
O=C(Nc1ccc(Cl)cn1)c1cccc(F)c1	4	0	-1	3	-1	10	-1	0	-4
Cc1ccc(NC(=O)CN(C)S(=O)(=O)c2cccs2)cc1F	19	0	3	-7	0	16	3	6	2
Cc1ccc(N2CC(C(=O)Nc3ccncc3)CC2=O)cc1 (centres undefined)	0	-8	2	-44	-1	0	14	4	-5
CCOC(=O)CC(=O)CSc1nc(C)nc2c1oc1ccccc12	11	11	5	16	6	6	7	9	6
CCCc1nc2ccccc2c(C(=O)OC2CCOC2=O)c1CC (centres undefined)	4	2	1	-24	-2	12	7	-5	-3
CCn1cc(C(=O)OCc2cccc(Br)c2)c(=O)c2ccc(C)nc21	-4	-2	13	0	-1	.	-23	2	2
CC(C)C1O/C(=N/C(=O)Nc2ccc(Cl)c(Cl)c2)NC1=O (centres undefined)	-1	-3	-3	4	2	6	7	-1	4
CC(=O)Nc1ccc(S(=O)(=O)NC(C(=O)O)C2=CCC=CC2)cc1 (centres undefined)	0	6	16	-38	1	17	1	3	-13
CCCCc1oc2ccccc2c1C(=O)c1cc(I)c(OCCN(CC)CC)c(I)c1	-8	0	13	5	5	17	-6	2	7
CCCNc1ncnc2nc[nH]c12	-3	-1	24	-22	3	1	9	-4	7
OCCSc1ncnc2c1oc1ccccc12	-11	2	4	-35	10	-9	4	0	-4
O=S(=O)(Cc1ccccc1)/C1=C(\N2CCOCC2)CCCCCC1	-3	-2	8	4	2	2	6	1	-3
CN(C(=O)COC(=O)c1ccc2c(c1)OCO2)C1CCS(=O)(=O)C1 (centres undefined)	3	8	6	18	4	24	-25	3	8
CC(=O)c1cccc(NC(=O)C2CCCN(S(C)(=O)=O)C2)c1 (centres undefined)	9	-2	-10	-37	5	11	-1	7	6
Cc1c(C(=O)Nc2ccccn2)oc2ccccc12	-21	-16	1	-41	-2	5	6	2	-11
CC1=CC2=NC(=O)CC(C)(C(=O)N(CC(=O)NC(C)(C)C)C3CCCC3)N2C=C1 (centres undefined)	-12	3	25	-48	-2	-17	-3	3	1
O=C(CN1CCN(C(=O)c2cccs2)CC1)Nc1ccc(Br)cc1	10	-1	8	-5	-1	2	-20	-2	8
CCCC(c1nnnn1Cc1ccc(OC)cc1)N1CCN(c2ccccc2)CC1 (centres undefined)	-6	0	1	3	1	6	0	2	9
Cc1cc(C)nc(NC(=O)NS(=O)(=O)N2CCCCCC2)n1	5	-5	22	-75	-6	21	12	0	-3
O=C(C1CC1)N1CCN=C1SCc1cccc(F)c1	6	9	18	11	4	.	10	1	3
COCCCNC(=O)Cn1cc2c(n1)CCC(C)C2 (centres undefined)	-9	-8	13	-74	-15	-18	-11	3	-15
CN1CC(=O)N(CC(=O)Nc2ccc(F)cc2)c2ccccc2C1=O	2	8	14	12	-1	1	11	4	5
CC1=C(C(=O)NCc2ccco2)C2(CCC(C)CC2)OC1=O (centres undefined)	7	13	9	7	3	23	2	3	4
CC(C)CNC(=O)c1cc(-c2ccco2)on1	-2	7	47	13	1	-3	3	4	7
CCOC(=O)c1ccccc1NC(=O)Cn1cnc2c(cnn2-c2ccc(F)cc2)c1=O	15	0	3	2	-6	7	14	-3	-1
CCOC(=O)CNC(=O)C(=O)c1c(O)[nH]c2ccccc12	-7	-2	16	-26	4	-4	2	-5	9
O=C1C2=C(SCCS2)C(=O)N1c1ccccc1	-13	-10	5	-52	-2	-4	-9	0	-14
CCSc1oc(-c2ccco2)nc1S(=O)(=O)c1ccc(F)cc1	-2	11	4	10	-1	11	5	0	4
C=CCc1cccc(CNc2nc3ccccc3n2CCN2CCOCC2)c1O	2	-6	5	-5	0	0	1	2	7
Cc1ccccc1N(CC(=O)Nc1ccccc1C(=O)O)S(C)(=O)=O	5	-1	13	-2	4	2	2	0	5
CC(=O)Nc1nc2ccccc2n1Cc1ccccc1C	-8	-9	16	-125	0	3	-15	-4	-6
COc1ccccc1N(CC(=O)NC1CCCC1)C(=O)c1csnn1	5	-5	-1	2	3	6	5	3	4
Cc1ccc(-n2ncc3c(=O)n(CC(=O)OCc4ccccc4)cnc32)cc1	6	35	-8	24	1	8	8	2	39
CC1(C)OC(=O)C(=CNCC(=O)NCC(=O)O)C(=O)O1	-2	3	11	6	0	6	-18	-2	10
O=c1c2c3c(sc2nc2n1CCCC2)CCC3	-7	-4	17	-59	0	.	4	-4	-2
O=C(NCCN=C1NS(=O)(=O)c2ccccc21)c1ccc2nccnc2c1	10	1	-11	3	6	-6	0	-1	15
O=C1CC(c2ccco2)Cc2nc(Nc3nc(-c4ccccc4)c4ccccc4n3)ncc21 (centres undefined)	15	12	-11	5	-3	7	-18	3	-4
O=C(CSC1=NCCN1)NC12CC3CC(CC(C3)C1)C2	0	12	3	14	2	9	-1	6	3
CCOc1ccc(C(=O)Nc2ccc(N3CCN(C)CC3)cc2)cc1Br	-1	5	6	-41	-11	3	-13	2	-13
COc1ccccc1Oc1coc2c(CN3CCN(C)CC3)c(O)ccc2c1=O	4	2	11	-11	9	3	-1	3	6
CCCSc1nc2c(c(=O)n1-c1ccc(OCC)cc1)SCC2	6	8	4	-4	-1	14	-19	1	-5
Cc1cc(C)c(NC(=O)CCCN2CCOCC2)c(C)c1	-13	-4	5	-42	-5	13	-1	-1	1
COC(=O)/C=c1\sc2ncnn2c1=O	-3	0	21	-1	-3	3	6	-3	8

# Going on with the list.
SMILES	CatS inh	CatG inh	AP ELISA ortho	C1s inh	CatB mix inh	CatL block	FXIIa mix inh	CatB inh	FXIa mix inh
CC(C)Oc1ccccc1C1CC(=O)Nc2cc3c(cc21)OCO3 (centres undefined)	6	10	-12	14	-4	2	10	1	4
Cc1oc(-c2cccc(Cl)c2)[n+]([O-])c1C	-4	-12	-4	-28	1	-7	14	2	1
CCn1c(SCC(=O)NCc2ccco2)nnc1-c1ccc(N)cc1	6	0	13	-29	5	-1	2	-1	5
O=C(c1cc(-c2ccncc2)nc2ccccc12)N1CCN(c2ccccn2)CC1	-5	-1	12	-3	0	-4	-4	-1	11
CCOc1ccc(C(=O)N2CCc3cc(OC)c(OC)cc3C2)cc1OCC	10	11	-2	9	6	-12	3	1	4
CCSc1nnc(N2C(=O)CC(c3ccsc3)C3=C2CC(C)(C)CC3=O)s1 (centres undefined)	-13	4	17	11	3	1	-12	-2	9
CCOC(=O)N1CCN(C(=O)c2oc(=O)c3ccccc3c2-c2ccc(C)cc2)CC1	-1	9	7	14	-2	9	6	1	6
Cc1[nH]c2ccc(-c3nnc(SCC(=O)c4ccccc4F)o3)cc2c1C	-5	13	15	15	2	-3	-19	4	8
Cn1cc(Br)c(C(=O)NC2CCCCC2)n1	17	4	9	-6	1	6	6	2	3
Cc1cc(COc2ccccc2OCCN2CCN(C)CC2)no1	15	10	7	-34	2	1	1	2	7
COc1ccc(N2CCN(C(=O)CSc3nnc4ncccn34)CC2)cc1	-11	2	15	-65	-4	11	1	2	4
Cc1ccccc1C(=O)Nc1ccc(Br)c(C)n1	1	3	9	-6	-3	4	-2	1	4
COc1ccccc1C(OC(=O)c1ccco1)C(=O)NC(C)(C)C (centres undefined)	-5	-1	3	1	-2	-4	0	-2	5
COc1cc(S(=O)(=O)NCCN2CCOCC2)c(OC)cc1Cl	11	13	-9	18	2	.	-6	6	1
CCC(c1nnnn1CCC(C)C)N1CCC(C(N)=O)CC1 (centres undefined)	7	-3	-22	-1	1	23	3	6	0
Cc1ccc(NC(=O)C(C)Sc2nnc(-c3cccnc3)o2)cc1 (centres undefined)	-2	9	10	55	0	-4	5	-3	6
O=C(c1cc(C2CC2)on1)N1CCN(C(c2ccccc2)c2ccccc2)CC1	13	9	-2	12	4	26	0	3	1
CC1CC(C)CN(CCCn2c(=S)[nH]c3ccccc3c2=O)C1 (centres undefined)	0	19	1	19	2	13	2	4	9
Cc1cc(Br)ccc1NC(=O)CNC(=O)CN(C)Cc1nc2ccccc2c(=O)[nH]1	-3	9	20	0	4	0	8	0	10
O=C(Cn1nc(-c2ccccc2)c2ccccc2c1=O)Nc1ccccn1	-1	6	0	-7	-3	3	5	4	2
O=C(O)C1CCCN1C(=O)Nc1ccc(F)cc1 (centres undefined)	-5	5	3	2	-8	-3	12	0	-3
O=C(C(NS(=O)(=O)c1cccc2nsnc12)c1ccccc1)N1CCN(c2ccccn2)CC1 (centres undefined)	13	7	-2	0	2	13	12	4	-4
O=C(O)c1ccc(Cl)c(S(=O)(=O)NCc2ccco2)c1	-7	3	2	3	-3	1	10	-2	9
Cc1ccc(OCCCC(=O)N2CCOCC2)c(C)c1	-5	7	14	14	2	.	6	6	8
CCC(C)C(NS(=O)(=O)c1ccc(C)cc1)C(=O)NCCN1CCOCC1 (centres undefined)	16	-1	-1	-11	3	25	8	6	3
C=CCNC(=O)c1ccc(C)c(Br)c1	11	6	1	-24	-2	22	3	2	0
O=C(N1CCOCC1)N1CCCC(c2nc(-c3cccs3)no2)C1 (centres undefined)	0	0	9	0	-3	4	5	-8	5
O=C(CN1CCN(C(c2ccccc2)c2ccccc2)CC1)NC(=O)NCc1ccco1	1	5	13	15	0	4	4	2	12
COc1cccc(NC(=O)C2CCCN(S(=O)(=O)c3cccc4cccnc34)C2)c1 (centres undefined)	6	12	-7	29	6	21	2	4	18
S=c1[nH]nc(-c2ccncc2)n1Cc1ccco1	-2	10	5	7	-2	.	1	4	4
O=C(Cn1ccc2ccccc2c1=O)NCCC(=O)N1CCN(C2CCCCC2)CC1	-4	9	0	-4	-9	-2	4	1	1
Cc1cc(C)c(NC(=O)C(C)(C)C)c(Cl)c1	3	6	10	7	3	.	-13	1	9
Cc1[nH]c2ccc(Br)cc2c(=O)c1CN1CCOCC1	4	28	20	31	6	-3	4	-1	31
Nn1c(SCC(=O)Nc2ccccc2)nnc1-c1cccnc1	4	1	-6	-9	1	-2	-13	4	0
CCN1CCN(CNC(=O)c2cnccn2)CC1	0	7	2	1	-5	.	3	3	-5

# The list is partial; count on the stated rates, not on these rows.
